Bcl-B TR3 displacers: displacers of TR3 peptide from Bcl-B, primary screen, selectivity assay for Bfl-1 inhibitor project, biochemical, fluorescence polarization; actives 0.11% (n = 96,000); one-dose displacement, % at 20 µM; IC50 in µM for titrated hits; FP displacement of FITC-TR3 peptide from Bcl-B; higher % means a stronger effect;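 active = displacement above 50% at 20 µM plus a fluorescence interference ratio under 1.5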;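 note: plate controls were wells without compound for no effect and wells lacking Bcl-B protein for full effect; a part of the inactive calls stands beside numbers as strong as those of hits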
MRP reversal: MRP-mediated drug resistance reversal. H69AR cells + 2 uM doxorubicin, CellTiter-Glo, 72 h. differential viability (reversal), % at 10 µM. actives 0.04% (n = 85,000). AID 602;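 active = viability drop by adding the cancer drug above about 55%, with treated viability meeting a 40% cutoff, limit read from the data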;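 note: viability without doxorubicin minus viability with 2 µM doxorubicin for each compound; larger differential means the compound sensitizes cells more to doxorubicin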
NFkB transloc pot: enhances IL-1B driven NFkB nuclear translocation. HUVEC IL-1B NFkB p65 nuclear translocation imaging. activation, % at 2 µM. actives 0.3% (n = 94,000);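 active = activation above 40%, about the mean plus 3 SD, also judged a hit on visual image review; inconclusive = activation above 40% but not a hit on visual review; inactive = activation not above 40% and no visual hit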;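 note: percent activation is computed from the nuclear over cytoplasmic p65 intensity ratio; values of inactives mirror those of a sister screen read the other way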
PLAP inhibition: PLAP enzyme inhibitors, biochemical, luminescence, HTS (AID 690) | actives 0.08% (n = 96,000) | purified PLAP, luminescent substrate; higher % means a stronger effect | one-dose inhibition, % at 20 µM; IC50 in µM for titrated hits; in the data active = a potency from the dose series; inactive = the rest, 99 in 100 with inhibition below about 30%; note: strong numbers were not always called active
IL1B NFkB inh: blocks IL-1B driven NFkB nuclear translocation in HUVEC cells | inhibition, % at 2 µM | AID 796 | actives 0.43% (n = 94,000) | HUVEC IL-1B NFkB p65 nuclear translocation imaging;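 active = inhibition above about 30% together with a positive call from visual inspection of the well image, limit read from the data; inconclusive = inhibition above a set limit but visual check negative; inactive = inhibition not above a set limit, visual check negative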;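 note: nuclear over cytoplasmic p65 intensity ratio measured by imaging; 0% = IL-1B stimulated DMSO wells and 100% = unstimulated DMSO wells; values of inactives mirror those of a sister screen read the other way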
MRP reversal cytotoxicity: further read-out of MRP reversal, marked with its call; viability, %; H69AR cells, CellTiter-Glo, 72 h; measured here: cytotoxicity without doxorubicin
MRP reversal with doxorubicin: further read-out of MRP reversal, marked with its call; viability, %; measured here: viability with 2 uM doxorubicin; active compounds read low
IL1B NFkB inh cell count 2 µM: also measured in IL1B NFkB inh; calls as there; cell count; measured here: cells passing quality filter;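 raw number of nuclei counted in each imaged well without normalization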
NFkB transloc pot cell count 2 µM: recorded beside NFkB transloc pot, whose call it bears; cell count; measured here: cells passing quality filter
* marks the source's active call; other numbers are inactive results; ? = inconclusive; · = not tested or not shown; & = joins results of further samples. A portion of the library; count on the stated rates, not on these rows.

no.	canonical_smiles	Bcl-B TR3 displacers	MRP reversal	MRP reversal cytotoxicity	MRP reversal with doxorubicin	NFkB transloc pot	NFkB transloc pot cell count 2 µM	PLAP inhibition	IL1B NFkB inh	IL1B NFkB inh cell count 2 µM
1	O=C(NCc1ccccc1)C(c1cccs1)N(Cc1cccs1)C(=O)c1cnccn1 (stereo unspecified)	-2%	·	·	·	1	130	-13%	-1	130
2	CCOCCCN1CN(S(=O)(=O)c2ccc(Cl)cc2)c2nc3ccccc3nc21	-1%	27	108	81	-10	174	-7%	10	174
3	CCCN(Cc1cc2cc(C)ccc2[nH]c1=O)C(=O)c1cccc(OC)c1	1%	0	77	77	-2	166	-46%	2	166
4	CCCCN(Cc1ccccc1)S(=O)(=O)c1cc(Br)cc2c1N(C(C)=O)C(C)C2 (stereo unspecified)	-3%	-16	66	82	10	177	-67%	-10	177
5	CCc1nnc(NC(=O)c2ccc(N3C(=O)CCC3=O)cc2)s1	5%	4	90	86	·	·	-4%	·	·
6	CCCOc1ccc(C(=O)Nc2cc(-c3nn4c(C)nnc4s3)ccc2C)cc1	-69%	11	97	86	4	174	-38%	-4	174
7	CC(C(=O)Nc1ccc(N2CCOCC2)cc1)N1C(=O)c2ccccc2C1=O (stereo unspecified)	2%	1	102	101	·	·	-15%	·	·
8	O=C(NCCc1ccc(Cl)cc1)C1CCCN(S(=O)(=O)c2cnc[nH]2)C1 (stereo unspecified)	-5%	5	90	85	5	156	-29%	-5	156
9	CCCCn1cnc2cc(NCc3cccc(OC)c3O)ccc21	6%	-8	59	67	-10	170	-84%	10	170
10	N=C1C=CC=C2C1=NC1(CCCCC1)N2O	8%	-4	87	91	·	·	46%	·	·
11	NC1=NC(c2cccc(O)c2)n2c(nc3ccccc32)N1 (stereo unspecified)	2%	4	90	86	10	103	-39%	-10	103
12	CCOC(=O)C1=C(N)N(c2ccccc2)C(=O)C1	-9%	11	96	85	5	185	9%	-4	185
13	O=C(Nc1cccc(C(F)(F)F)c1)C1CCN(S(=O)(=O)c2cnc[nH]2)CC1	-6%	-13	94	107	·	·	-64%	·	·
14	O=C(CN1CCc2ccccc2C1)Nc1ccc(Br)cc1	-5%	6	102	96	18	171	15%	-18	171
15	c1nnc2c3c4c(sc3ncn12)CCC4	10%	-47	39	86	·	·	-18%	·	·
16	CCn1c(=O)cc(OCC(=O)N(C)c2ccccc2F)c2ccccc21	4%	-12	76	88	2	147	-7%	-2	147
17	CC(C)c1ccc(/C=C/C(=O)n2nnc3ccccc32)cc1	-6%	·	·	·	21	166	9%	-21	166
18	Cc1cc(C)c2cc(C)c3nnc(SCC(=O)NCc4ccc5c(c4)OCO5)n3c2c1	4%	·	·	·	5	86	-55%	-5	86
19	Cc1cc(C(=O)NNC(=S)NCc2ccco2)n(C)n1	·	15	98	82	?	·	·	-46	131
20	CCOC(=O)c1c(C)c(C(=O)Nc2ccc3c(c2)OCCO3)c(C)n1C	0%	-26	54	80	·	·	-26%	·	·
21	COc1cc(C)nc(NC(=O)COc2ccc(Cl)cc2C)n1	-8%	6	112	106	9	101	-8%	-9	101
22	Nc1c(-c2ccccc2Cl)cnn1-c1cccc([N+](=O)[O-])c1	3%	·	·	·	-8	170	7%	8	170
23	CC(C)=CC(=O)OCC(=O)NC(=O)NC(C)(C)C	5%	3	99	95	7	156	12%	-7	156
24	COc1ccccc1C1SCCN1S(C)(=O)=O (stereo unspecified)	3%	6	105	99	9	43	4%	-9	43
25	CCOc1ccc(N2C(=O)CC(Sc3nc4ccc(OCC)cc4s3)C2=O)cc1 (stereo unspecified)	·	·	·	·	-4	117	·	4	117
26	CCCCNc1cc(C)nc(NCc2ccccc2)n1	-14%	-30	10	40	11	139	12%	-11	139
27	COc1ccc(C(=O)/C=C2\NCC3c4ccccc4CCN3C2=O)cc1 (stereo unspecified)	-22%	·	·	·	·	·	-2%	·	·
28	CC(C)CC(=O)Nc1ccc(C(=O)NNC(=S)NC(=O)C2CCCCC2)cc1	-6%	·	·	·	-4	131	7%	4	131
29	O=C(Nc1nc(-c2ccccc2)cs1)NC1CCCCC1	12%	·	·	·	1	125	5%	-1	125
30	COc1cc(CC(=O)N2CCc3ccccc32)cc(OC)c1OC	-7%	12	77	65	·	·	-50%	·	·
31	Cc1cccc(-n2cnc3c(c2=O)c2nc4ccccc4nc2n3Cc2ccco2)c1	42%	-29	42	72	·	·	-77%	·	·
32	O=C1CCCc2c1cc(-c1ccccc1)n2-c1ccccc1	0%	·	·	·	-20	144	8%	20	144
33	C=CCc1ccccc1OCC(O)CN1CCN(c2ccc(OC)cc2)CC1 (stereo unspecified)	1%	1	83	82	·	·	-40%	·	·
34	COc1ccc(S(=O)(=O)Nc2ccccc2C(F)(F)F)cc1	-3%	12	89	77	-1	131	-64%	1	131
35	Cc1sc2ncnc(SC(C)C#N)c2c1C (stereo unspecified)	3%	7	81	74	-18	183	·	18	183
36	N#CCCN(C(=O)Nc1ccc(Cl)cc1)c1ccccc1	-14%	-5	92	98	-11	74	-6%	10	74
37	COc1ccc(NC(=O)c2cc3n(n2)C(C(F)(F)F)CC(c2ccco2)N3)cc1 (stereo unspecified)	0%	13	77	64	12	187	16%	-12	187
38	Cc1ccc(S(=O)(=O)Nc2ccc3c(c2)nc2n3CCN(Cc3ccccc3)C2)cc1	-22%	3	82	80	2	155	-43%	-2	155
39	O=C(c1ccccc1)c1ccc(OC(=O)N2CCOCC2)cc1	-2%	31	104	73	-1	134	-1%	2	134
40	Cc1onc(-c2c(Cl)cccc2Cl)c1C(=O)NCCc1ccc(S(N)(=O)=O)cc1	-2%	20	96	77	-3	155	-60%	3	155
41	COc1ccc2c(=O)c(-c3cnn(-c4ccccc4)c3)c(C)oc2c1	-5%	-9	94	103	12	181	10%	-12	181
42	O=C(NNC1=C(C(=O)C(F)(F)F)CCC1)c1cccc(Cl)c1	10%	-23	29	52	4	186	-101%	-4	186
43	CCCn1c2c(c(O)c(C(=O)Nc3nccs3)c1=O)CCCC2	-4%	10	82	72	-1	129	-3%	2	129
44	Clc1ccc(-c2cnc(Oc3ccccc3)nc2)cc1	-3%	·	·	·	20	181	21%	-20	181
45	O=C(Nc1ccc(Cl)cc1)N[C@@H]1c2c(ccc3ccccc23)OC[C@@H]1CO	3%	·	·	·	·	·	18%	·	·
46	CCN1CCN(C(=S)Nc2ccc(Cl)cc2)CC1	5%	12	101	89	-2	159	-19%	2	159
47	COc1ccc2c(c1OC)C(=O)OC2C1c2c(cc3c(c2OC)OCO3)CCN1C (stereo unspecified)	0%	-30&-31	43&49	73&80	·	·	-55%	·	·
48	O=C(NCCCn1ccnc1)c1cnn2c1NC(c1ccccc1)CC2C(F)(F)F (stereo unspecified)	-2%	27	94	66	2	164	-52%	-2	164
49	CC(=O)Cn1c(N2CCC(Cc3ccccc3)CC2)nc2c1c(=O)[nH]c(=O)n2C	-2%	6	66	60	10	90	7%	-10	90
50	Cc1[nH]c2ccccc2c1SCC(=O)O	·	-2	90	92	-4	123	·	4	123
51	CCc1ccc(C(=O)CSc2n[nH]c(-c3ccncc3)n2)cc1	-7%	-2	84	85	27	72	-29%	-27	72
52	CCC(Oc1ccccc1)C(=O)Nc1ccccn1 (stereo unspecified)	13%	·	·	·	0	115	-6%	0	115
53	O=C(Nc1ccccc1)N1CC=C(c2ccccc2)CC1	-8%	9	92	83	19	114	20%	-19	114
54	COc1ccc(-c2cc(C(F)(F)F)nc(S(C)(=O)=O)n2)cc1	3%	·	·	·	-13	155	2%	13	155
55	N#Cc1ccsc1NC(=O)CSc1nnc(-c2ccccc2)o1	-35%	·	·	·	-19	164	-10%	19	164
56	COC(=O)c1cc(CSc2nc3ccc(C)cc3[nH]2)oc1C	1%	7	85	78	16	123	-47%	-16	123
57	C=CCn1c(CSc2nc3ccccc3s2)n[nH]c1=S	3%	6	96	89	-11	169	-24%	10	169
58	COc1ccc2c(c1)-c1c(ssc1=S)C(C)(C)N2	·	2	92	89	-20	7	·	20	7
59	O=C(Nc1ccccc1C(F)(F)F)C1CC(=O)N(c2ccccc2F)C1 (stereo unspecified)	2%	1	94	94	26	130	-16%	-26	130
60	COc1cc(-c2nc3n(n2)C(c2ccncc2)C(C(N)=O)=C(C)N3)cc(OC)c1OC (stereo unspecified)	-11%	-29	88	117	-5	113	6%	5	113

(continued)
no.	canonical_smiles	Bcl-B TR3 displacers	MRP reversal	MRP reversal cytotoxicity	MRP reversal with doxorubicin	NFkB transloc pot	NFkB transloc pot cell count 2 µM	PLAP inhibition	IL1B NFkB inh	IL1B NFkB inh cell count 2 µM
61	Cc1nc2ccc(NC(=O)N3CCCCC3)cc2nc1C	·	6	101	95	4	155	·	-4	155
62	COc1ccc(OC(C)C(=O)N2CCN(c3ccccn3)CC2)cc1 (stereo unspecified)	-8%	-1	85	86	1	109	0%	-1	109
63	COc1cc(/C=N/N(C)c2ccccc2)cc(Cl)c1O	2%	-7	16	23	14	203	5%	-14	203
64	Cc1cccc(Cn2c(=O)n(Cc3ccco3)c(=O)c3ccccc32)c1	2%	0	84	85	0	167	11%	0	167
65	CCc1ccc(N/C(SCc2ccccc2C)=C(/C#N)C(=O)NCc2ccco2)cc1	4%	·	·	·	0	163	-18%	0	163
66	Cc1[nH]nc2c1C(=O)CC(C)(C)C2	-2%	8	92	84	9	158	-11%	-9	158
67	Cc1cc(C)n(C(CC(=O)N2CCc3ccccc3C2)C(=O)O)n1 (stereo unspecified)	-4%	-5	104	109	16	204	-2%	-16	204
68	CCOC(=O)c1c(C)c(C(=O)NCCN2CCOCC2)c(C)n1C	·	9	97	88	-9	135	·	9	135
69	Cc1ccc(N=Nc2c(N)[nH]n3c(=O)cc(-c4ccccc4)nc23)cc1	17%	·	·	·	9	145	-17%	-9	145
70	COc1ccc(-c2nc(CSCC(=O)NCC3CCCO3)c(C)o2)cc1OC (stereo unspecified)	-6%	-3	82	85	6	59	-10%	-4	59
71	O=C(/C=C/c1ccccc1)Nn1cnnc1	5%	·	·	·	0	188	0%	0	188
72	O=C1OC(NC(=O)c2ccccc2)C(n2cc(CO)nn2)=C1Cl (stereo unspecified)	0%	-12	54	65	-5	94	-6%	5	94
73	COc1ccc(N2C(=O)CC(S/C(N)=N/N=C(\C)c3cccs3)C2=O)cc1 (stereo unspecified)	-3%	·	·	·	2	148	2%	-2	148
74	Cc1ccc(Cn2c(SCC(C)C)nc3c2c(=O)n(C)c(=O)n3C)cc1	-11%	10	97	87	-9	110	-9%	9	110
75	Cc1ccc(Cl)cc1N1CCN(C(=O)CN(C2CCCCC2)S(C)(=O)=O)CC1	·	8	73	65	-1	104	·	1	104
76	CCCn1c(SCC(=O)NCCc2ccccc2)nnc1-c1ccccn1	-6%	1	95	94	1	120	-15%	-1	120
77	O=C(NCCO)C1CCN(S(=O)(=O)c2ccc(F)cc2)CC1	-2%	7	105	97	22	106	-13%	-22	106
78	CC1CCCCC1NC(=O)C1CCN(C(=O)c2sccc2-n2cccc2)CC1 (stereo unspecified)	0%	16	93	78	·	·	-18%	·	·
79	C=CCn1cnc2scc(-c3ccccc3)c2c1=O	-3%	20	87	67	36	187	-2%	-36	187
80	CCOCCCNS(=O)(=O)c1ccc2c(c1)oc(=O)n2CC(=O)OCC	-6%	·	·	·	-2	149	-12%	2	149
81	CS(=O)(=O)N1CCN(c2ccc(NC(=O)CSc3ccc(Cl)cc3)cc2)CC1	3%	·	·	·	14	182	20%	-14	182
82	CC1CCC/C(=C\Nc2ccc(O)cc2)C1=O (stereo unspecified)	-5%	-24	58	82	18	100	3%	-18	100
83	CCOC(=O)C1=C(c2ccccc2)N(C)C(=O)NC1c1ccc(OC(F)F)c(OC)c1 (stereo unspecified)	-12%	27	96	69	-3	127	-22%	3	127

Bioassay records deposited in PubChem BioAssay by several laboratories.
